Assay outcomes deposited in PubChem by several laboratories.
M. tuberculosis GlmU: inhibition of mycobacterial GlmU enzyme – biochemical, glucosamine-1-phosphate acetyltransferase (AID 1376). inhibition, %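 (tested at 30 µM in the primary screen)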; hits with a dose series show IC50 in µM. 0.25% of 220,000 active. M. tuberculosis GlmU acetyltransferase enzyme assay; higher % means a stronger effect; in the data active means inhibition above about 13%; inconclusive means no clear call, values can overlap the other calls;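 further: 0% = complete reaction with vehicle and 100% = reaction without substrate; strong numbers were not always called active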
RmlCD inh 1536: M. tuberculosis RmlC/RmlD inhibition; P9WH09+P9WH11; RmlC+RmlD coupled enzyme assay, percent inhibition; primary screen in compound mixtures; inhibition, % at 3.6 µM; 0.03% of 160,000 active; AID 1533; in the data active means inhibition mostly above about 34%, no sharp cut-off; inconclusive means no clear call, values can overlap the other calls; inactive means mostly below about 22%; further: some results filed as inactive read as strong as hits
Target sequence (P9WH09 whole entry, looked up): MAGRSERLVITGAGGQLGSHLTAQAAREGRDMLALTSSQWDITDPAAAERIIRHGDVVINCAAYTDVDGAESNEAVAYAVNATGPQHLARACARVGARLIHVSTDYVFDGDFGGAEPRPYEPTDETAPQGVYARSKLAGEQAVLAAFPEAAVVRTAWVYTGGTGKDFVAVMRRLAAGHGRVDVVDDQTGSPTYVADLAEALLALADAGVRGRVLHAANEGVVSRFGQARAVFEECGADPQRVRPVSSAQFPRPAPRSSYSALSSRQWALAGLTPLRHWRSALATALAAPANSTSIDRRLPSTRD
Target sequence (P9WH11 whole entry, looked up): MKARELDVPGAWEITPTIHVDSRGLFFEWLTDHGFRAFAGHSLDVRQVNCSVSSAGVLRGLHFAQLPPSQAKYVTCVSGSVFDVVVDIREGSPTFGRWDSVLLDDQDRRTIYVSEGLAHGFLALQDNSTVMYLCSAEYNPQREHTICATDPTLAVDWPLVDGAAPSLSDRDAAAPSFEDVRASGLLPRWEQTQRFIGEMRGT
* hit, by the source's call; ? = inconclusive; / = no result given. Some of the compounds tested. The share of hits here may be higher or lower than overall.

SMILES	M. tuberculosis GlmU	RmlCD inh 1536
CC(C)C(=O)NC(NC(=S)Nc1ccc(S(N)(=O)=O)cc1)C(Cl)(Cl)Cl (stereo unspecified)	-7.3%	-11.2
CCOC(=O)c1sc(NC(=O)CCN2CCN(CC)CC2)c(C(=O)OCC)c1C	-6.7%	11.5
C/C(CC(=O)NCc1ccco1)=N\NC(=O)Cc1ccc(Cl)cc1	-2.5%	2.9
O=C(CCOc1ccccc1)Nc1ccccc1[N+](=O)[O-]	-8.6%	5.5
CCCCN1C(=O)C(O)(CC(=O)c2ccco2)c2cc(Br)ccc21 (stereo unspecified)	-3.9%	-10.0
CCC1Sc2ccccc2N(CC(=O)NC2CC2)C1=O (stereo unspecified)	-0.4%	4.7
CCOC(=O)c1ccccc1NC(=O)COC(=O)C1=COCCO1	-0.5%	5.0
O=C(O)C(Cc1cc(Cl)ccc1Cl)Sc1nc2ccccc2[nH]1 (stereo unspecified)	-6.3%	0.0
CSc1nc2ncnc(N)c2[nH]1	8.7%	-0.7
C=CCn1c(COc2cc(C)ccc2C(C)C)nnc1SCC(=O)c1c(N)n(C)c(=O)n(C)c1=O	-8.2%	7.2
CCN(CC)C(=O)c1ccccc1NC(=O)CN1C(=O)c2ccccc2C1=O	2.0%	/
CCOc1cc(/C=N/N=C(/N)c2nonc2N)cc(Br)c1OCc1ccc(Cl)cc1	-2.8%	/

(listing goes on)
SMILES	M. tuberculosis GlmU	RmlCD inh 1536
COCCNC(=O)C(c1cccs1)N(C(=O)Cn1nnc2ccccc21)c1cccc(C)c1 (stereo unspecified)	-5.0%	-14.0
O=C(N/N=C/c1cccs1)c1cccc2cc[nH]c12	0.6%	/
COc1ccc(Cc2nnc(Nc3c(C)cccc3C)o2)cc1OC	1.6%	-9.6
CCCCCC(=O)NNC(=O)Nc1ccccc1	0.1%	2.8
CC(NC(=O)CSc1n[nH]c(=O)n1C1CC1)C12CC3CC(CC(C3)C1)C2 (stereo unspecified)	3.5%	/
COc1ccc2nc(NNC(=O)COc3ccccc3)sc2c1	6.4%	-12.2
CCOC(=O)C1CCN(S(=O)(=O)c2nc3nc(C)cc(C)n3n2)CC1	2.2%	/
CCn1c(CNC(=O)c2cccs2)nnc1SCC(=O)Nc1cc(Cl)ccc1C	0.4%	-5.4
Brc1ccc(/C=N/Nc2ccc3ccccc3n2)cc1	5.7%	-8.9
CN(Cc1cn(-c2ccccc2)nc1-c1ccc2c(c1)OCO2)Cc1nccn1C	-0.6%	/
O=C1CCCC/C1=N\Nc1ccc(C2CCCCC2)cc1	-5.0%	12.6
O=C(/C=C/c1cccs1)N1CCN(Cc2ccc3c(c2)OCO3)CC1	2.9%	-6.7

Six entries from above, with two lines to a compound:
Sequence of screens – M. tuberculosis GlmU, RmlCD inh 1536
CC(NC(=O)CSc1n[nH]c(=O)n1C1CC1)C12CC3CC(CC(C3)C1)C2 (stereo unspecified)
→ 3.5%, /
COc1ccc2nc(NNC(=O)COc3ccccc3)sc2c1
→ 6.4%, -12.2
CCOC(=O)C1CCN(S(=O)(=O)c2nc3nc(C)cc(C)n3n2)CC1
→ 2.2%, /
CCn1c(CNC(=O)c2cccs2)nnc1SCC(=O)Nc1cc(Cl)ccc1C
→ 0.4%, -5.4
Brc1ccc(/C=N/Nc2ccc3ccccc3n2)cc1
→ 5.7%, -8.9
CN(Cc1cn(-c2ccccc2)nc1-c1ccc2c(c1)OCO2)Cc1nccn1C
→ -0.6%, /

Further structures:
SMILES	M. tuberculosis GlmU	RmlCD inh 1536
Cc1ccc(OCC(=O)NNC(=O)CSc2nnc(-c3ccc(C)cc3)n2C)cc1	1.6%	0.3
CC1(C)C/C(=N\NC(=S)Nc2ccccc2F)c2cc(O)ccc2O1	4.1%	-5.3
O=C(CC(=O)N/N=C/c1c(F)cccc1Cl)NCc1ccccc1	-0.3%	3.0
CCOC(=O)/C(N=Nc1ccc(Cl)cc1)=C(/O)c1ccc([N+](=O)[O-])cc1	/	-9.3
CCOC(=O)C(O)(CC(=O)Nc1cc(F)ccc1C)C(F)(F)F (stereo unspecified)	2.0%	/
Cc1cc(C)cc(NC(=O)CCC(=O)Nc2cc(C)on2)c1	5.0%	/
CCOc1ccc(/C(O)=C2\C(=O)C(=O)N(CCN(C)C)C2c2cccc(OC)c2OC)cc1Cl (stereo unspecified)	3.1%	/
O=C(Nc1ccc(Cl)cc1)c1cc2nc(C3CC3)cc(C(F)(F)F)n2n1	6.2%	-0.1
Cc1ccc(C(=O)N2C(=S)C(c3ccc(F)cc3)=NC23CCN(C)CC3)cc1	2.7%	-14.8
COc1cc2[nH]c(=O)n(Cc3ccccc3Cl)c(=O)c2cc1OC	-2.2%	11.5
Cc1ccc(C(=O)COC(=O)CNC(=O)c2cccs2)cc1	-5.2%	11.5
CS(=O)(=O)N1CCC(C(=O)NCc2ccc(Cl)cc2)CC1	1.4%	4.0

(listing goes on)
SMILES	M. tuberculosis GlmU	RmlCD inh 1536
COCCCNC(=O)c1ccc2c(c1)ncn2-c1ccccc1OC	0.2%	5.9
Cc1ccc(N/C(N)=N/c2nc(C)cc(C)n2)cc1	-0.4%	4.6
COc1ccc(CNCc2cccc(Cl)c2)cc1	3.0%	/
Cc1ccc(-c2nnc(Nc3ccc(CC(N)=O)cc3)c3ccccc23)cc1	-8.0%	/
CC(C)Sc1nc2c(c(=O)[nH]c(=O)n2C)n1C	-1.6%	/
CCn1ccnc1C(O)c1cccc(OC)c1OC (stereo unspecified)	4.1%	15.6
CCC1Oc2ccc(C)cc2N(CC(=O)N(Cc2cccnc2)Cc2cccc(F)c2)C1=O (stereo unspecified)	-3.9%	/
COc1ccc(CCN2C(=O)CS/C2=N/NC(=O)c2ccccc2F)cc1OC	3.9%	/
COc1cccc(CNC(=O)CCC2CCCN(c3cc(C)nc(N(C)C)n3)C2)c1 (stereo unspecified)	-3.7%	8.7
CCN1CCN(c2oc(-c3ccco3)nc2C#N)CC1	-2.3%	-1.6
Cc1ccccc1CN1CCNCC1	1.1%	6.6
CN1CCN(c2ccc(NC(=O)c3ccc4c(c3)OCCO4)cc2Cl)CC1	-1.7%	3.2

Going on with the list.
SMILES	M. tuberculosis GlmU	RmlCD inh 1536
CC(=O)N1CCc2cc(S(=O)(=O)NCCC(=O)NCCc3ccc(C)cc3)ccc21	-2.0%	-6.3
Cc1c(NC(=O)CC2NC(=O)NC2=O)c(=O)n(-c2ccccc2)n1C (stereo unspecified)	-1.4%	11.3
O=[N+]([O-])c1ccc(Sc2ccccc2)nc1	0.8%	-12.9
CC1C/C(=C/c2cccn2C)C(=O)/C(=C/c2cccn2C)C1 (stereo unspecified)	2.7%	-3.5
CC(C)(C)c1ccc(-c2nn(CCC#N)cc2/C=N/O)cc1	5.2%	1.6
Cn1c(=O)n(CC(=O)Nc2ccccc2)c2ccccc21	-1.1%	5.5
CCCC12C(=O)C(C)(C(c3ccccc3)=C1c1ccccc1)C1C(=O)N(c3ccc(C)cc3)C(=O)C12 (stereo unspecified)	0.6%	10.3
COc1cc(/C=N/NC(=O)c2ccc(CN3C(=O)c4cccc5cccc3c45)cc2)cc(OC)c1O	-0.6%	-1.9
CCOc1ccc(NC(=O)Cc2ccccc2)c([N+](=O)[O-])c1	-2.4%	6.7
Cc1cc(-c2ccccc2)c2nncn2n1	2.6%	-7.3
CCOc1ccccc1C1CC(=O)Nc2cc(OC)c(OC)c(OC)c21 (stereo unspecified)	2.7%	7.5
COc1ccccc1Oc1cc(C#N)c(C#N)cc1-n1nnc2ccccc21	/	9.9

Later entries:
SMILES	M. tuberculosis GlmU	RmlCD inh 1536
CCCc1nc2ccccc2c(C(=O)OCC(=O)Nc2c(C)n(C)n(-c3ccccc3)c2=O)c1CC	1.0%	-4.4
CCOC(=O)C1=C(C)OC(N)=C(C#N)C1c1ccoc1 (stereo unspecified)	-0.4%	-6.3
CC1(C)NC(=O)N(CC(O)COc2ccccc2[N+](=O)[O-])C1=O (stereo unspecified)	-4.7%	-10.4
Cc1cc(C)n2nc(C(=O)N3CCOCC3)nc2n1	0.0%	/
CCCCC[C@H](O)/C=C/[C@@H]1[C@@H](C/C=C\CCCC(=O)O)[C@H]2CO[C@@H]1C2	3.7%	/
COc1ccc(S(=O)(=O)N2CCCCC2)cc1NC(=O)c1ccc(=O)[nH]c1	-2.8%	-0.9
COP(=O)(OC)C(NC(=O)Nc1ccccc1)c1ccccc1 (stereo unspecified)	-4.8%	-11.6
Nc1nnnn1/N=C/C=C/c1ccccc1	-2.9%	/
Cc1ccc(CNC(=O)C2CC(=O)N(C3CCCCCCC3)C2)cc1 (stereo unspecified)	1.5%	9.8
COc1ccc(-c2nnc(SCC(=O)c3ccc[nH]3)n2-c2ccccc2)cc1	-4.4%	4.0
Cc1nc2sc(C(N)=O)c(N)c2c2c1CCCC2	1.0%	6.9
CCOC(=O)c1sc(=S)n(-c2ccccc2)c1N	-3.7%	/

The list continues.
SMILES	M. tuberculosis GlmU	RmlCD inh 1536
CCCCC(O)CN1CCC(c2ccccc2)CC1 (stereo unspecified)	-0.9%	7.7
COc1ccc(C2(C(=O)NCc3ccco3)CCCC2)cc1OC	4.8%	88.2
COc1cccc(CNC(=O)C2CCCN(c3nc4ccccc4o3)C2)c1 (stereo unspecified)	-2.3%	/
CSc1nn(-c2ccc(C(=O)OCC(=O)NC(=O)NC(C)C)cc2)c(=S)s1	7.3%	1.5
CN(C)/C=C/C(=O)c1ccncc1	-8.8%	7.8
CC1CCC/C(=C\Nc2ccc(C(=O)O)c(O)c2)C1=O (stereo unspecified)	2.0%	21.3
CCOC(=O)c1cccc(NC(=O)CSc2nnc(CNc3ccc(C)cc3)n2CC)c1	-5.0%	2.6
Cc1ccc(S(=O)(=O)N2CCC(=O)N(C(COCc3ccc(Cl)c(Cl)c3)Cc3ccccc3)CC2)cc1 (stereo unspecified)	-3.2%	/
COCc1nc2ccccc2n1CCOc1ccccc1OC	-1.3%	11.6
O=C(NCCCN1CCC(Cc2ccccc2)CC1)C1CCN(S(=O)(=O)N2CCOCC2)CC1	-3.8%	4.0
CCOc1ccccc1NC1=CC(=O)CC(c2ccccc2)C1 (stereo unspecified)	5.4%	7.8
CC/C(=N\Nc1ccccc1)c1c(O)n(C)c(=O)n(C)c1=O	2.9%	10.2

Additional results:
SMILES	M. tuberculosis GlmU	RmlCD inh 1536
COCCOC(=O)C1=C(C)OC(N)=C(C(=O)OC)C12C(=O)Nc1ccccc12 (stereo unspecified)	-3.5%	-6.8
CN(C(=O)CSc1nnc(-c2n[nH]c3ccccc23)o1)c1ccccc1	2.0%	-1.1
CC(C)C(NC(=O)OCc1ccccc1)C(=O)OCC(=O)NC1CC1 (stereo unspecified)	0.1%	9.2
Nc1nc(NC(=O)c2ccccc2)nn1-c1ccccc1	2.0%	/
O=C1CCc2cc(S(=O)(=O)N3CCC(C(=O)NCCC4=CCCCC4)CC3)ccc2N1	6.3%	7.8
CC(=O)N1CCC2(CC1)C(C#N)=C(N)Oc1n[nH]c(C)c12	-6.0%	-4.9
O=S(=O)(c1cccc(Cl)c1Cl)N1CCN(C(=S)NCCCN2CCOCC2)CC1	2.8%	-9.9
CCC(=O)N1CCN(c2ccc(NC(=S)NC(=O)C(C)C)cc2)CC1	-5.5%	/
O=C1c2ccncc2C(=O)N1CNc1ccc(Cl)cc1	-3.4%	12.0
CCCNC(=O)c1cc2ccccc2c(=O)o1	-4.8%	-10.2
O=C(O)CCCCCn1c(SCC(=O)N2CCCC2)nc2ccsc2c1=O	-1.1%	3.2
CC(=O)Nc1ccc(N/C=C/C(=O)c2ccco2)cc1	10.2%	/

Continued.
SMILES	M. tuberculosis GlmU	RmlCD inh 1536
NC(=O)CNC(=O)[C@@H]1CC2(CC(c3ccc(Cl)cc3)=NO2)CN1C(=O)c1ccccc1 (stereo partly specified)	1.8%	/
Cn1c(=O)c2c(nc(CN3CCN(C(=O)c4ccco4)CC3)n2CCCc2ccccc2)n(C)c1=O	-4.3%	/
CC(C)(C)NC(=O)NC(=O)CSc1ncc(C(F)(F)F)cc1Cl	0.8%	/
CSc1nnnn1-c1ccc(Cl)cc1	1.5%	-12.6
COC(=O)c1ccc(C)c(NS(=O)(=O)c2ccc(OC)cc2)c1	0.6%	6.5
Cc1[nH]c2ccccc2c1C(=O)C(=O)NCCc1ccc(S(N)(=O)=O)cc1	3.2%	-0.2
Cc1cccc(NCc2nc(SCC(N)=O)n[nH]2)c1	5.8%	/
C=CCNC(=O)c1c(Cl)nc(C)c([N+](=O)[O-])c1C	-4.0%	/
CCCn1c(=O)c(C(=O)Nc2ccccc2)c(O)c2ccccc21	2.8%	/
COc1ccc(/C=C/C(=O)NCc2cccnc2)cc1	-4.2%	16.5
CC(C)(C)N(NC(=O)Nc1ccc(Cl)cc1)C(=O)c1ccccc1	0.9%	/
COC(=O)N/N=C/c1ccc(-c2ccc(Cl)c(Cl)c2)o1	6.7%	-0.6

The list continues.
SMILES	M. tuberculosis GlmU	RmlCD inh 1536
Cc1ccc(S(=O)(=O)c2c(N)n(CCN3CCOCC3)c3nc4ccccc4nc23)cc1C	4.1%	28.9
CCc1nnc(NC(=O)C2CCN(S(=O)(=O)c3ccc(C)cc3)CC2)s1	-2.5%	8.2
CCCC(c1nnnn1CCC(C)C)N1CCC(C(N)=O)CC1 (stereo unspecified)	0.1%	?
COC(=O)C1=C(c2cccc(OC)c2OC)C[C@@H]2CC[C@H]1N2C(=O)N1CCC(C)CC1	5.3%	/
COc1ccc(C(CNC(=S)NCc2ccccc2)N2CCCC2)cc1 (stereo unspecified)	2.3%	2.6
CCCc1n[nH]c2c1/C(=N\OCC)CC(C)(C)C2	/	-1.9
CSCCC(NC(=O)c1cc([N+](=O)[O-])ccc1Cl)C(=O)O (stereo unspecified)	-2.9%	-2.6
